From PubChem BioAssay
beta cell repl = induces beta-cell replication in MIN6 cells; MIN6 cells proliferation, ATPlite luminescence, 48 h; cells starved in 0.2% serum; 100% = growth in 10% serum; proliferation, % at 10 µM; 330,000 compounds, 0.29% hits; AID 2380;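 active = compounds whose signal lies at least 3.5 SD above the mean of all wells on their plate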;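 also: 0% = DMSO-treated cells in low-serum medium and 100% = 10% serum control; some compounds called inactive have numbers as strong as hits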
tim10-1 inh = growth inhibitors of tim10-1 mutant yeast. AID 463190. S. cerevisiae tim10-1 ts strain growth, BacTiter-Glo, 24 h. inhibition, % at 20 µM. 330,000 compounds, 2.2% hits;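 active = inhibition of at least 40%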;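 also: mutant grown at 25 °C; 0% = DMSO wells with yeast and 100% = wells holding no yeast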
hIAP block = human IAP inhibition | purified IAP, CDP-Star luminescence, 30 min | inhibition, % at 10 µM | P09923 | AID 2544 | 330,000 compounds, 0.12% hits;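 active = inhibition reaching a set limit with compound at 10 µM in the primary screen, cut at about 35% in these data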;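 also: plate controls were DMSO wells with enzyme for no effect and no-enzyme buffer wells for full effect; values of inactives mirror those of a sister screen read the other way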
Target sequence (P09923 whole entry, looked up): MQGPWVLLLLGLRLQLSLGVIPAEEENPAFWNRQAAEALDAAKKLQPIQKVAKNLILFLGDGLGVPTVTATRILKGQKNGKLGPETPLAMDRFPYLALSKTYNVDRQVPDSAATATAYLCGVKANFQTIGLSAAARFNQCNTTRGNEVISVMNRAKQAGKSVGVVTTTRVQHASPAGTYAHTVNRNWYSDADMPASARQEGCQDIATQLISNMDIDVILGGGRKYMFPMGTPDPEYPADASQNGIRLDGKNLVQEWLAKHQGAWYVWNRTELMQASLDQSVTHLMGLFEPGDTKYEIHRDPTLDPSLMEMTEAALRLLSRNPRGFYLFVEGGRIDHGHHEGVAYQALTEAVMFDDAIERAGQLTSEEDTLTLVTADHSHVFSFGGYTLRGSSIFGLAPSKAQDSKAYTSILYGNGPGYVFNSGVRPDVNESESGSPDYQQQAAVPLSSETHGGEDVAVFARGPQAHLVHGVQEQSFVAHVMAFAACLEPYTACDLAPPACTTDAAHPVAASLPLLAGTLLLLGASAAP
mIAP block = blocks mouse intestinal alkaline phosphatase; purified mouse IAP, CDP-Star luminescence, 30 min; inhibition, % at 10 µM; 330,000 compounds, 0.2% hits; AID 2806;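 active = inhibition of at least 40% at 10 µM in the primary screen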;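 also: plate controls were DMSO with enzyme for no effect and no enzyme wells for full effect; values of inactives mirror those of a sister screen read the other way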
mIAP act = mouse IAP activation; activation factor at 10 µM; 330,000 compounds, 0.24% hits; muIAP, CDP-Star luminescence, 30 min; active compounds read high; 1 = vehicle-only enzyme signal, 0 = enzyme-free wells;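 active = activation factor of at least 2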; also: the source names both 10 and 20 µM as test concentration; values of inactives mirror those of a sister screen read the other way
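System: mouse IAP enzyme. Reagent: CDP-Star chemiluminescent phosphatase substrate. Benchmarks: DMSO wells, no-enzyme wells. Times: 30 min enzyme-substrate-compound incubation at room temperature. Detection: luminescence from enzymatic CDP-Star hydrolysis. Doses: test compounds delivered from DMSO solution.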
A3A deaminase = inhibitors of human APOBEC3A DNA deaminase; P31941; recombinant A3A, FAM/TAMRA ssDNA deamination fluorescence; inhibition, % at 20 µM; 330,000 compounds, 0.41% hits;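 active = at least 40% inhibition at 20 µM here, with at most 30% in a related deaminase screen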;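 also: plate controls were A3A with DMSO for no effect and wells lacking A3A enzyme for full effect; some results filed as inactive read as strong as hits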
A3G deaminase = APOBEC3G (human) deaminase inhibition | Q9HC16 | recombinant A3G, ssDNA deamination FAM/TAMRA fluorescence | inhibition, % at 20 µM | 330,000 compounds, 0.28% hits | AID 493012;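 active = inhibition of at least 40% at 20 µM, with no more than 30% in the related APOBEC3A deaminase screen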;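 also: plate controls were DMSO wells with A3G for no effect and wells lacking A3G enzyme for full effect; some compounds called inactive have numbers as strong as hits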
Target sequence (Q9HC16 whole entry, looked up): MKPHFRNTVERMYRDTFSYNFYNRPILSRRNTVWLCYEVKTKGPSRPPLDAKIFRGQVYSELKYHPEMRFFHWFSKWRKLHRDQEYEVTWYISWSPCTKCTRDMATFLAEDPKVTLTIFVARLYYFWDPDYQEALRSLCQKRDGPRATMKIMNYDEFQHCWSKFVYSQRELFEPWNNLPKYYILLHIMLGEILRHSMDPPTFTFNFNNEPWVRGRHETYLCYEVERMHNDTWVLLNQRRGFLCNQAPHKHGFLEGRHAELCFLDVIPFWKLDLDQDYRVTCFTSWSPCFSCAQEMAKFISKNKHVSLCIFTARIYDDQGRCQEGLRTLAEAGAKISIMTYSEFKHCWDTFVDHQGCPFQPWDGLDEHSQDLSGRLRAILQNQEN
NALP3 yeast inh = blocks the NALP3 inflammasome reconstituted in yeast | 330,000 compounds, 0.39% hits | inhibition, % at 10 µM | Yeast reconstituted NLRP3/ASC/caspase-1, beta-gal luminescence, 24 h | AID 2825;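 active = inhibition of 50% or more; inactive = inhibition below 50%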;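 also: plate controls were induced DMSO wells for no effect and uninduced yeast grown without galactose for full effect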
TIM10 inh = inhibits growth of TIM10 yeast strain; inhibition, % at 10 µM; 330,000 compounds, 1.4% hits; S. cerevisiae TIM10 strain growth, BacTiter-Glo luminescence, 24 h; AID 463195;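 active = inhibition of 40% or more at the single tested concentration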;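 also: wild-type TIM10 isogenic control strain grown at permissive 25 °C; 0% = DMSO yeast wells and 100% = minimal medium wells without yeast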
Numbers without * were called inactive; · = not tested or not shown.

SMILES	beta cell repl	tim10-1 inh	hIAP block	mIAP block	mIAP act	A3A deaminase	A3G deaminase	NALP3 yeast inh	TIM10 inh
O=C(Nc1ccc2c(c1)OCCO2)c1cc2sccc2n1Cc1ccccc1	-4	21	-18	-4	1	-5	-5	15	16
Cc1ccc(S(=O)(=O)c2c(C)cc(C)[nH]c2=O)cc1	-3	-2	1	3	0.97	-1	-6	6	-15
CCOc1nc(Nc2ccc(OC)cc2)nc(OCC)n1	0	23	-20	-5	1	3	4	17	17
COc1ccc(CNC(=O)CN2C(=O)NC3(CCCCCC3)C2=O)cc1OC	4	-7	-5	-8	1.1	-3	-7	6	-7
CCC1(CC)C(=O)C2=C3C1[C@H](C(=O)OC)C=C(C(=O)OC)C[C@H]3[C@H]1C(=O)N(CC(=O)OC)C(=O)[C@H]1[C@H]2C (stereo not given in full)	-2	0	-8	8	0.92	1	-11	12	1
Brc1ccc(OCc2nnc3n2CCC3)cc1	0	12	-2	-2	1	1	-3	15	7
CC(C)(C)c1ccc(OCc2ccc(C(=O)N3CCOCC3)o2)cc1	-4	37	-4	4	0.95	-2	-4	32	9
S=C(NCCN1CCOCC1)Nc1ccc(Cl)cc1	-3	-10	-2	-12	1.1	-1	-8	-5	-2
O=C(Nc1c(Cl)cc(Cl)cc1C(=O)NCc1cccnc1)c1ccc(Cl)cc1Cl	4	-3	11	4	0.96	-4	-5	-8	0
COc1ccccc1CNc1cc(C)ccn1	2	-19	-6	-5	1.1	-4	-3	30	-5
CC(C)CN(C(=O)COC(=O)Cc1c[nH]c2ccccc12)c1c(N)n(Cc2ccccc2)c(=O)[nH]c1=O	-2	5	-10	-8	1.1	-7	-11	9	-5
CCn1c(=O)ccc2cc([N+](=O)[O-])ccc21	0	3	3	1	0.99	-2	-8	11	-6
O=C(COc1ccc(/C=N/NC(=O)c2ccncc2)cc1)Nc1ccccc1	-4	-5	-5	5	0.95	-2	-8	0	1
O=C(O)c1ccc2c(c1)C(=O)N(c1ccc(OCc3ccccc3)cc1)C2=O	0	0	-21	-15	1.2	-4	-4	14	-7
O=c1nc2n(c3c4c(sc13)CCC4)CCC2	1	17	10	-6	1.1	-3	-1	3	11
Nc1nc2c3ccccc3nc(C3CC3)n2n1	-1	3	-3	6	0.94	-1	-5	9	0
COc1ccccc1-n1nnnc1S(=O)(=O)Cc1ccc(Cl)cc1	-4	32	2	-4	1	-3	-4	-2	21
Cc1ccc(NC(=O)N2CCCC(c3ccccc3)C2)cc1 (stereo not given)	-3	7	14	-1	1	-6	-10	17	18
CC1=C(C(=O)Nc2cccc(F)c2)C(c2ccsc2)C2=C(CC(C)(C)CC2=O)N1 (stereo not given)	-5	26	1	-12	1.1	5	-6	8	13
O=C1c2cc(Br)ccc2OC2C=CC=CC12 (stereo not given)	·	19	·	10	0.9	1	1	·	-1
COc1cc(C(=O)Nc2ccc(C)c(S(=O)(=O)N(C)C)c2)ccc1OCC(=O)N1CCOCC1	-4	-8	7	7	0.93	27	-5	21	-10
COc1ccc(CN2C(=O)c3cccnc3C2=O)cc1S(=O)(=O)NCc1ccc(C)cc1	0	4	8	0	1	-1	-4	1	-8
Cc1ccc(CC(=O)Nc2nc3ccccc3s2)cc1	-2	44*	-3	2	0.98	-3	-7	23	18
CCCc1cc(NC(=O)CCl)n(-c2ccccc2)n1	-6	-83	5	3	0.97	-3	-5	12	-100
Cc1ccccc1NC(=O)c1[nH]cnc1C(=O)NN	-1	22	-76	-10	1.1	-1	13	5	2

Brought forward from above: two compounds; new compounds follow.
SMILES	beta cell repl	tim10-1 inh	hIAP block	mIAP block	mIAP act	A3A deaminase	A3G deaminase	NALP3 yeast inh	TIM10 inh
CCCc1cc(NC(=O)CCl)n(-c2ccccc2)n1	-6	-83	5	3	0.97	-3	-5	12	-100
Cc1ccccc1NC(=O)c1[nH]cnc1C(=O)NN	-1	22	-76	-10	1.1	-1	13	5	2
Cc1ccc(-c2onc3ccc(C(=O)O)cc23)cc1	-2	14	21	8	0.93	-3	-4	18	-1
Cn1ccnc1SCC(=O)N(C1CCCCC1)C1CCCCC1	2	34	14	-7	1.1	-2	-1	17	38
COC(=O)[C@@H](NC(=O)Nc1ccccc1F)C(C)C	-4	7	23	5	0.95	0	-6	4	1
O=C(CCC(=O)c1cccs1)OCC(=O)c1ccccc1	-3	11	-2	-10	1.1	2	0	14	-5
CC(C)C(NS(=O)(=O)c1ccc2c(c1)C(C)(C)C(=O)N2C)C(=O)NCc1ccc(F)cc1 (stereo not given)	-3	6	8	3	0.97	0	0	20	-1
Cc1ccc(CC(CC(=O)O)C(=O)NCc2ccccc2)cc1 (stereo not given)	0	5	-11	-3	1	1	-1	2	4
CCS(=O)(=O)N1CCC(C(=O)Oc2ccccc2Br)CC1	-2	-3	10	9	0.91	-2	-2	15	1
O=C(Nc1ccc(F)cc1)C(=O)c1cn(CC(=O)N2CCOCC2)c2ccccc12	-2	11	-10	10	0.9	-3	-5	1	-5
Cc1ccc(C)c(S(=O)(=O)NC(CC(C)C)C(=O)O)c1 (stereo not given)	-2	-10	0	2	0.98	1	0	-3	-8
COCCNc1nc(C)cc(-c2cc(C(=O)Nc3ccccc3)on2)n1	-5	19	12	2	0.98	0	-9	6	4
CON1C(=O)C(=O)N(OC)C2CCCCCC21 (stereo not given)	-3	-3	6	0	1	-4	-7	9	7
N#Cc1ccc(S(=O)(=O)N2CCN(Cc3cccs3)CC2)cc1	-4	11	1	-11	1.1	2	-4	25	-12
O=C(O)CSc1nnc2c(n1)[nH]c1ccccc12	0	-32	5	3	0.97	-2	-6	19	-9
O=C(/C=C/Nc1ccccc1F)c1cccs1	0	11	-10	11	0.89	18	10	25	29
COc1cc(CCC(=O)Nc2nccs2)cc(OC)c1OC	2	6	3	-8	1.1	-4	-5	10	3
COc1ccccc1-c1cc(C(=O)NN)[nH]n1	-1	-5	0	6	0.94	0	-6	15	11
O=C(CNC(=O)c1ccccc1F)NCCc1ccc(Cl)cc1	-1	6	-7	-10	1.1	1	9	17	-9
CC1CCN(C(=O)C2(NC(=O)Nc3cccc(F)c3)CCCCC2)CC1	0	3	-59	-90	1.9	2	-1	11	2
O=C(O)c1ccc(S(=O)(=O)c2ccc3c(c2)C(=O)N(c2ccc(Br)cc2)C3=O)cc1	0	-3	-4	3	0.97	-3	-6	24	4
COc1ccccc1C(O)(C(=O)N(NC(C)=O)c1ccccc1)c1ccccc1OC	4	-15	8	2	0.98	-3	-6	4	7
CCOc1cc(C)c(Cl)cc1S(=O)(=O)n1nnc2ccccc21	-3	36	-5	3	0.97	3	18	3	29
C/C(=N\NC(=O)c1cccc(S(=O)(=O)N2CCCCC2)c1)c1ccc(C)o1	0	28	-28	7	0.93	1	-11	0	15
CC[C@]12c3[nH]c4ccccc4c3CCN1C(=O)C(CC(=O)NCCc1ccccn1)C[C@@H]2C(=O)N1CCN(C(=O)C2CC2)CC1 (stereo not given in full)	-2	-11	-13	-7	1.1	-4	-8	12	4
O=C(Cn1cnc2sc(-c3ccccc3)cc2c1=O)NCc1ccco1	-1	15	28	12	0.88	6	15	10	-4
CCC(=O)Nc1ccc(C(=O)Nc2cccc(C)n2)cc1	-4	26	-1	-7	1.1	-1	-4	-4	9
Remaining list, next part
SMILES	beta cell repl	tim10-1 inh	hIAP block	mIAP block	mIAP act	A3A deaminase	A3G deaminase	NALP3 yeast inh	TIM10 inh
Cn1cc(CN(Cc2ccccc2)C[C@@H]2CCC(=O)N2)c(-c2ccccc2F)n1	7	15	7	-6	1.1	1	-3	4	1
CCOc1ccc(OCc2ccc(C(=O)NCc3cccnc3)o2)cc1	6	0	-8	-5	1.1	-6	-1	-14	6
CC(C)(C)NC(=O)c1sccc1C(=O)O	-2	10	7	10	0.9	2	-7	-24	-2
COc1ccccc1NC1CCCCC1NS(=O)(=O)c1ccccc1 (stereo not given)	1	43*	-17	-7	1.1	-3	-4	1	15
COc1ccccc1NC(=O)c1ccc(NC(=O)Cc2n[nH]c(=O)c3ccccc23)cc1	2	7	17	2	0.98	1	-8	-8	7
C=CCNC(=S)N1CCN(Cc2ccc3c(c2)OCO3)CC1	-1	6	-12	-3	1	-8	0	11	4
CC(=O)Nc1nc(-c2ccc3ccccc3c2)cs1	0	15	-18	-5	1	-1	-5	7	6
COc1ccccc1C(=O)Nc1nnc(S(=O)(=O)N2CCCCCC2)s1	6	16	2	6	0.94	-1	-4	4	6
COc1ccc(NC(=O)CNc2cccc(C#N)c2)cc1Cl	-2	24	-2	-4	1	4	-2	14	7
COc1ccccc1N1CCC(N2CCN(CC(C)(C)C)C(CCO)C2)CC1 (stereo not given)	0	-10	-11	-4	1	1	-5	10	2
Cc1nn(CC(=O)NCc2ccc(-n3cccn3)cc2)c(C)c1[N+](=O)[O-]	1	-5	7	9	0.91	2	0	19	3
COc1ccc(-c2nnn(CC(=O)N(CC(=O)NCCC(C)C)Cc3cccs3)n2)cc1OC	1	14	-5	-18	1.2	-2	-3	1	-13
CC1(OC(=O)c2cnc3ccccc3n2)C(=O)C=C2C=C(c3ccc(C#N)cc3)OC=C2C1=O (stereo not given)	-3	18	-1	2	0.98	-3	-15	12	-2
C=CC[C@@H](CC(=O)NCCO)C(=O)NC[C@@H](OC(=O)[C@H](CC=C)CC(=O)OC(C)(C)C)c1ccccc1	-3	19	2	-10	1.1	-1	-9	18	5
CCN(CC)S(=O)(=O)c1ccc(OC(C)C)c(NC(=O)c2c3c(nc4ccccc24)CCN(Cc2ccccc2)C3)c1	-5	11	14	8	0.92	0	-7	12	18
CC1(C)C(=O)Nc2ccccc2N1C(=O)COC(=O)c1ccc(Cl)c(S(=O)(=O)NCc2ccccc2)c1	2	15	13	-3	1	1	-3	10	2
C#CCn1c(=NC(=O)c2cccs2)sc2cccc(OC)c21	0	19	2	2	0.98	1	1	17	8
Cc1ccc(Cl)cc1NC(=S)N(Cc1cccs1)C1CCCC1	-5	27	-13	-25	1.2	-5	-6	-3	21
Cc1cc(C)n(CC(O)CN(c2cccc([N+](=O)[O-])c2)S(=O)(=O)c2ccccc2)n1 (stereo not given)	-3	19	-5	4	0.96	-1	0	-4	9
O=C(Cc1ccc(Cl)cc1)NCCc1ccc(F)cc1	-1	-38	4	-8	1.1	-4	-8	25	-30
Cc1c(NC(=O)C(C)OC(=O)CC2Sc3ccccc3NC2=O)c(=O)n(-c2ccccc2)n1C (stereo not given)	0	20	-8	-4	1	-2	-6	6	-24
O=C1OCCC1Sc1nc2ccccc2[nH]1 (stereo not given)	-2	0	-3	-6	1.1	3	-1	-7	-3
COc1ccc(N2CCN(C(=O)c3cccc(F)c3)CC2)c([N+](=O)[O-])c1	-3	25	6	16	0.84	2	-2	14	-7
COC(=O)C1C2C=CC3(CN(CC4CCCO4)C(=O)C13)O2 (stereo not given)	0	13	6	-4	1	-4	-7	2	-9
CCO[C@@H]1OC(C(=O)NC2CC2)=C[C@H](c2ccc3c(c2)OCO3)[C@H]1CCCO	2	1	11	5	0.95	0	-3	13	9
O=S(=O)(Nc1cccnc1)c1ccc(Cl)cc1	0	12	-7	0	1	-6	-7	-16	-6
O=C(O)C1CCN(S(=O)(=O)c2cccnc2)CC1	-1	16	-18	-9	1.1	-1	3	13	4
CC1(Br)C2CCCC1C2S(=O)(=O)c1ccccc1 (stereo not given)	0	21	9	2	0.98	0	3	-1	-10
